DENV2 CPE rescue – inhibitors of DENV2 cytopathic effect, primary screen, cell-based, plate reader, single concentration; actives 1.7% (n = 350,000); CPE inhibition, % at 9.99 µM; DENV2-infected cells, cytopathic effect rescue; AID 651640, 2012; in the data active = CPE inhibition above about 20%, passing the limit was not always enough; inconclusive = no clear call, values can overlap the other calls; tested in BHK-21 cells;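 also: 0% = median of neutral control wells and 100% = median of positive control wells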
ERp5 block – inhibitors of ERp5-driven insulin aggregation, primary screen, biochemical, turbidity, absorbance 650 nm, single point. Protein disulfide-isomerase A6 (Homo sapiens), Q15084. 90 min. inhibition, % at 9.99 µM. actives 0.05% (n = 350,000);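 active = mean replicate inhibition above about 25%, with every replicate also reaching it, limit read from the data, passing the limit was not always enough; inconclusive = only one of those two criteria met; inactive = neither criterion met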
Target sequence (Q15084 whole entry, looked up): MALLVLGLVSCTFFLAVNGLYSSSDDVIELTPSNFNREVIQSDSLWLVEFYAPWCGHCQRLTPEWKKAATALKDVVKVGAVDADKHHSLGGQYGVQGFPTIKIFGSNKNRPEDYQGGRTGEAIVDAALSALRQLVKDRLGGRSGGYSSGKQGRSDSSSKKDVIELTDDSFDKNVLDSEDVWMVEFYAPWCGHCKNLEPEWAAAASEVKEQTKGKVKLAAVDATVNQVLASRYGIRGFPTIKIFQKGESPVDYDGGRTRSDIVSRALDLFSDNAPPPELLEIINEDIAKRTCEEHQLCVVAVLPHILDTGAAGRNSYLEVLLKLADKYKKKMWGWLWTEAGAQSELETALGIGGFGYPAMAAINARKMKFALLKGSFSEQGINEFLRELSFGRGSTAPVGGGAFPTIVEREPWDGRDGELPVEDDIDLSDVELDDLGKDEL
PglD DTNB – C. jejuni PglD acetyltransferase inhibitors, primary screen, biochemical, DTNB colorimetric, single point. UDP-N-acetylbacillosamine N-acetyltransferase PglD (Campylobacter jejuni). purified PglD enzyme, DTNB colorimetric CoA detection. inhibition, % at 12.5 µM. actives 0.098% (n = 360,000). AID 602405, 2012; in the data active = inhibition above about 16%, passing the limit was not always enough; inconclusive = no clear call, values can overlap the other calls; also: strong numbers were not always called active
E-sel inducer – E-selectin induction in HUVECs, primary screen, imaging, HUVEC, immunofluorescence imaging, single point; normalized: neutral wells 0, TNF-alpha wells 100; activation, % at 7.58 µM; actives 0.37% (n = 260,000); AID 686992, 2013;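 active = mean E-selectin-positive cell signal at least 10% of the positive control, reached in at least 60% of replicates, without over 20% cell loss; inconclusive = no rule given, readout overlaps actives, possibly toxicity-flagged; inactive = the rest, including those meeting only one limit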;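 also: in these data hits start at about 27%; measured in HUVEC primary endothelial cells; signal is the percent of cells scored E-selectin positive by PE staining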
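assay system = HUVEC, human umbilical vein endothelial cells | input = 3,000 HUVEC seeded per well | medium = EGM-2 growth medium on 0.1% gelatin-coated wells | dosing = one compound dose added by pin transfer | signal = immunofluorescence imaging | read-out basis = % PE-positive cells | control set = TNF-alpha, DMSO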
Statin myotox sup – suppressors of statin myotoxicity in C2C12 myotubes, primary screen, cell-based, single point, plate reader. C2C12 myotubes + simvastatin, ATP luminescence, 48 h; scaled: DMSO 0, geranylgeraniol control 100. rescue of ATP level, % at 7.49 µM. actives 0.78% (n = 330,000);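 active = mean ATP rescue above about 67%, or every replicate alone reaching that limit, limit read from the data, passing the limit was not always enough; inconclusive = no clear call, values can overlap the other calls; inactive = mean under the limit and some replicate under it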;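 also: myotubes were challenged with 10 µM simvastatin during compound exposure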
SIRT5 inh – SIRT5 desuccinylase inhibitors, primary screen, biochemical, fluorescence imaging, single point, set 5; inhibition, % at 15 µM; NAD-dependent protein deacylase sirtuin-5, mitochondrial (Homo sapiens), Q9NXA8; Purified SirT5, succinyl-peptide AMC, trypsin-coupled fluorescence; actives 1.1% (n = 330,000); in the data active = inhibition above about 15%; inconclusive = no clear call, values can overlap the other calls
Target sequence (Q9NXA8 whole entry, looked up): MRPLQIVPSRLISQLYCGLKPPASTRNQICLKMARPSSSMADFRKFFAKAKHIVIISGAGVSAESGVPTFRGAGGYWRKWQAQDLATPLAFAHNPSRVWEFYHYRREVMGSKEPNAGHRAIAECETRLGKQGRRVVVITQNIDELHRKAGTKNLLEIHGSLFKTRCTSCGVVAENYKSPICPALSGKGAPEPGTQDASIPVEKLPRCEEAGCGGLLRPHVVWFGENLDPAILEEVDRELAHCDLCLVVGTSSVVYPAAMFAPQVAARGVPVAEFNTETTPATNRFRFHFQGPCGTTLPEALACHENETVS
S100A4 MyoIIA – inhibitors of S100A4-myosin IIA peptide binding, primary screen, biochemical, fluorescence polarization, TAMRA-MyoIIA peptide | Protein S100-A4 (Homo sapiens), P26447 | inhibition, % at 10.7 µM | actives 0.14% (n = 360,000) | AID 652163, 2013;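 active = mean inhibition of at least 70% across replicates, with every replicate also reaching that level; inconclusive = mean inhibition reaches 70% but some replicates fall short; inactive = mean inhibition below 70%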
Target sequence (P26447 whole entry, looked up): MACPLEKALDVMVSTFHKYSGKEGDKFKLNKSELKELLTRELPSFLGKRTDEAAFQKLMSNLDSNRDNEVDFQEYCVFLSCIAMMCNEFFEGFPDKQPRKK
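Material: S100A4 monomer (human). Medium: Calcium-containing HEPES buffer, pH 7.2. Probe or stimulus: labelled myosin peptide probe, 5 nM. Compound dosing: one concentration per compound. Timing: polarization read 5 min after assay mix addition, stable 5–60 min. Benchmarks: DMSO as neutral control, TFP as positive control.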
* = called active by the depositor; ? = inconclusive; nt = no result given. The list is partial. The share of hits here may be higher or lower than overall.

Short forms: A = DENV2 CPE rescue; B = ERp5 block; C = PglD DTNB; D = E-sel inducer; E = Statin myotox sup; F = SIRT5 inh; G = S100A4 MyoIIA
#1 Cc1cc(NC(=O)CC2(CC(=O)O)CCCC2)n(C)n1
  A: 1.4	B: 7.4	C: 3.2	D: 0.0	E: -2.9	F: -3.8	G: -4.8

#2 C[C@@H]1CN([C@H](C)CO)C(=O)c2cc(NS(=O)(=O)c3cccs3)ccc2O[C@H]1CN(C)CC1CCCCC1
  A: 8.7	B: -6.5	C: 0.2	D: -0.3	E: -8.7	F: 0.3	G: 44.0

#3 C[C@@H]1CCCCO[C@@H](CN(C)C(=O)Cc2ccccc2)[C@H](C)CN([C@@H](C)CO)C(=O)c2cc(NS(=O)(=O)c3cccs3)ccc2O1
  A: -3.8	B: -4.4	C: -0.5	D: -0.2	E: nt	F: -6.7	G: 2.1

#4 COc1ccc(CN(C)C[C@H]2Oc3c(NC(=O)Nc4ccc(C(F)(F)F)cc4)cccc3C(=O)N([C@@H](C)CO)C[C@H]2C)cc1
  A: -2.6	B: 6.7	C: 3.5	D: 0.4	E: -14.4	F: 7.0	G: 5.8

#5 CN(C)S(=O)(=O)N1CCC(Oc2ccc(C(=O)NC3CCOC(C)(C)C3)cc2)CC1 (centres undefined)
  A: 0.2	B: -3.4	C: -2.6	D: nt	E: 20.6	F: -0.5	G: 9.2

#6 COc1ccc2c3c([nH]c2c1)[C@H](CO)N(C(=O)c1ccncc1)CC31CN(C(=O)C2CCC2)C1
  A: 0.3	B: 0.9	C: nt	D: -0.3	E: nt	F: -0.2	G: 4.5

#7 COc1ccccc1C1=NN(C(=O)c2ccccc2)C(c2ccc(Br)cc2)C1 (centres undefined)
  A: -1.6	B: -0.4	C: 7.6	D: 0.1	E: 1.7	F: -2.2	G: -3.9

#8 CC(C)(C)OC(=O)[C@H](Cc1ccccc1)NC(=O)c1ncn2c1c(=O)[nH]c1ccc(Br)cc12
  A: -0.9	B: 3.9	C: -2.1	D: 9.0	E: -25.8	F: -2.0	G: -0.8

#9 O=C(Cc1c[nH]c2ccccc12)N/N=C/c1cccc(F)c1
  A: -4.8	B: 0.5	C: -1.1	D: nt	E: nt	F: 0.5	G: -0.9

#10 O=C(C[C@H]1C[C@@H]2c3cc(NS(=O)(=O)c4ccc(F)cc4)ccc3O[C@@H]2[C@@H](CO)O1)NCc1ccccn1
  A: -6.8	B: 0.4	C: 0.3	D: -0.1	E: 0.4	F: -0.2	G: 7.3

#11 O=C(COC(=O)c1nc(Cl)ccc1Cl)Nc1cccc(S(=O)(=O)N2CCOCC2)c1
  A: 1.3	B: nt	C: -2.8	D: 0.7	E: 4.1	F: -0.9	G: -7.0

#12 CN1CCCN(C(=O)c2cccc(Cl)c2)CC1
  A: 15.8	B: -10.6	C: -6.9	D: 0.0	E: 1.2	F: -6.9	G: 3.3

#13 C[C@H](CO)N1C[C@H](C)[C@@H](CN(C)C(=O)C2CCCCC2)Oc2ncc(C#CC3(O)CCCC3)cc2C1=O
  A: ?	B: 8.2	C: -2.4	D: -0.3	E: 27.3	F: 1.3	G: -6.5

#14 CCCC(=O)Nc1ccc(S(=O)(=O)N2CCC(c3nc4ccccc4[nH]3)CC2)cc1
  A: 9.0	B: 8.5	C: -4.6	D: nt	E: -7.8	F: 1.3	G: -5.1

#15 Cc1cccc(C)c1OCc1cc(C(=O)N2CCCCCCC2)no1
  A: -8.3	B: -4.7	C: -3.8	D: -1.1	E: 3.8	F: -4.3	G: -0.5

Copied from the list:
Cc1cccc(C)c1OCc1cc(C(=O)N2CCCCCCC2)no1 | E-sel inducer: -1.1
C[C@@H]1CN([C@H](C)CO)C(=O)c2cc(NS(=O)(=O)c3cccs3)ccc2O[C@H]1CN(C)CC1CCCCC1 | E-sel inducer: -0.3

(cont.)
Short forms: A = DENV2 CPE rescue; B = ERp5 block; C = PglD DTNB; D = E-sel inducer; E = Statin myotox sup; F = SIRT5 inh; G = S100A4 MyoIIA
#16 Cc1noc(C)c1NC(=O)N(C)C[C@@H]1Oc2ccc(NC(=O)Nc3cccc4ccccc34)cc2CC(=O)N([C@@H](C)CO)C[C@@H]1C
  A: -5.3	B: 2.0	C: 0.3	D: -0.1	E: -16.8	F: 4.9	G: 2.4

#17 COc1cccc(NC(=O)C[C@H]2CC[C@H]3[C@H](COc4ccc(NC(=O)C5CCOCC5)cc4C(=O)N3C)O2)c1
  A: -3.9	B: -4.6	C: -2.1	D: 0.0	E: 15.4	F: -1.8	G: -4.2

#18 Cc1cccc(NC(=O)Nc2ccncc2)c1
  A: 0.2	B: 9.1	C: 1.2	D: nt	E: 0.9	F: 13.3	G: 2.3

#19 O=C(CN1CCN(S(=O)(=O)c2cccc(Cl)c2)CC1)N1CCCCC1
  A: -0.2	B: 2.3	C: 1.1	D: nt	E: 3.0	F: -4.8	G: -5.1

#20 Fc1ccccc1N1CCN(c2ncnc3nc[nH]c23)CC1
  A: 2.9	B: -4.0	C: 5.0	D: 1.3	E: 2.9	F: -2.0	G: -3.1

#21 CCC(=O)N(C)C[C@@H]1Oc2cc(-c3ccc(C#N)cc3)ccc2S(=O)(=O)N([C@H](C)CO)C[C@@H]1C
  A: 3.6	B: nt	C: 2.0	D: 0.3	E: -4.5	F: -5.9	G: -20.0

#22 C[C@@H]1CN([C@H](C)CO)S(=O)(=O)c2ccc(C#Cc3cccc(F)c3)cc2O[C@H]1CN(C)S(=O)(=O)c1ccccc1F
  A: 2.5	B: -3.1	C: -2.9	D: -1.0	E: -3.4	F: 8.3	G: 25.9

#23 C[C@@H]1CN([C@H](C)CO)C(=O)Cc2cc(NC(=O)Cn3cnnn3)ccc2O[C@H]1CN(C)Cc1ccc(Oc2ccccc2)cc1
  A: 18.9	B: -1.0	C: -3.5	D: 1.8	E: 58.0	F: 1.9	G: 1.0

#24 C[C@H]1CN([C@@H](C)CO)C(=O)c2c(c3ccccc3n2C)-c2ccccc2CO[C@@H]1CN(C)Cc1cccc(C(F)(F)F)c1
  A: -8.1	B: -2.0	C: nt	D: 0.5	E: nt	F: 7.3	G: 9.7

#25 O=C(CSc1nccc(=O)[nH]1)Nc1cc(C(F)(F)F)ccc1N1CCOCC1
  A: 2.0	B: 3.9	C: -3.3	D: nt	E: 0.4	F: -0.9	G: 1.4

#26 CCN1C(=O)[C@@H]2[C@@H](c3ccc(-c4ccc(OC)cc4)c(OC)c3)N3CCC[C@@]3(C(=O)OC)[C@@H]2C1=O
  A: 3.6	B: -3.6	C: 0.6	D: 0.1	E: -12.1	F: -10.3	G: 1.7

#27 Nc1[nH]n(-c2ccccc2)c(=O)c1N=Nc1ccc2ncsc2c1
  A: 4.5	B: 7.5	C: 14.6	D: -3.5	E: 6.3	F: -4.4	G: -2.8

#28 O=C(NCCCN1CCOCC1)c1ccccc1N1C(=O)[C@@H]2Cc3c([nH]c4ccccc34)C(c3ccccc3)N2C1=O (some centres undefined)
  A: -2.3	B: 5.7	C: -0.1	D: nt	E: -1.2	F: -1.5	G: -2.4

#29 Cc1ccc(SCC(=O)NCc2ccc(F)cc2)cc1
  A: 4.8	B: 2.5	C: -5.7	D: 0.0	E: 5.4	F: -1.4	G: -0.2

#30 Cc1cccc(NC(=O)C2CCN(S(=O)(=O)c3ccc4c(c3)NC(=O)CO4)CC2)c1C
  A: -0.2	B: -10.7	C: 0.3	D: -0.7	E: -3.5	F: -2.4	G: -3.9

#31 N/C(=N\OC(=O)Cc1ccccc1[N+](=O)[O-])c1ccncc1
  A: 6.4	B: 5.1	C: 5.5	D: nt	E: 31.0	F: -2.4	G: 9.4

#32 CCCCSc1nc2[nH]ncc2c(=O)[nH]1
  A: -3.6	B: -1.1	C: -3.4	D: -2.1	E: 1.6	F: -1.7	G: -6.6

In the list so far, these contain an aryl methoxy group:
Short forms: A = DENV2 CPE rescue; B = ERp5 block; C = PglD DTNB; D = E-sel inducer; E = Statin myotox sup; F = SIRT5 inh; G = S100A4 MyoIIA
#4 COc1ccc(CN(C)C[C@H]2Oc3c(NC(=O)Nc4ccc(C(F)(F)F)cc4)cccc3C(=O)N([C@@H](C)CO)C[C@H]2C)cc1
  A: -2.6	B: 6.7	C: 3.5	D: 0.4	E: -14.4	F: 7.0	G: 5.8

#6 COc1ccc2c3c([nH]c2c1)[C@H](CO)N(C(=O)c1ccncc1)CC31CN(C(=O)C2CCC2)C1
  A: 0.3	B: 0.9	C: nt	D: -0.3	E: nt	F: -0.2	G: 4.5

#7 COc1ccccc1C1=NN(C(=O)c2ccccc2)C(c2ccc(Br)cc2)C1 (centres undefined)
  A: -1.6	B: -0.4	C: 7.6	D: 0.1	E: 1.7	F: -2.2	G: -3.9

#17 COc1cccc(NC(=O)C[C@H]2CC[C@H]3[C@H](COc4ccc(NC(=O)C5CCOCC5)cc4C(=O)N3C)O2)c1
  A: -3.9	B: -4.6	C: -2.1	D: 0.0	E: 15.4	F: -1.8	G: -4.2

#26 CCN1C(=O)[C@@H]2[C@@H](c3ccc(-c4ccc(OC)cc4)c(OC)c3)N3CCC[C@@]3(C(=O)OC)[C@@H]2C1=O
  A: 3.6	B: -3.6	C: 0.6	D: 0.1	E: -12.1	F: -10.3	G: 1.7

Bioassay records (PubChem)
